Source: PubChem (Fisher Drug Discovery Resource Center)
mcGAS inh – cyclic GMP-AMP synthase inhibitors, mouse, primary biochemical chemiluminescence; recombinant cGAS, Kinase-Glo ATP depletion luminescence; actives 0.15% (n = 160,000); inhibition, % at 12.5 µM; Q8C6L5;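 note: 0% = negative control wells and 100% = reference inhibitor with no enzyme activity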
hcGAS inh – Primary biochemical luminescence assay for human cyclic GMP-AMP synthase inhibitors. Q8N884. recombinant h-cGAS, ATP depletion, Kinase-Glo luminescence. inhibition, % at 12.5 µM. actives 0.081% (n = 290,000). AID 1259398, 2018;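 note: 0% = vehicle reaction and 100% = reaction without DNA for no activity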
Target sequence (Q8N884 whole entry, looked up): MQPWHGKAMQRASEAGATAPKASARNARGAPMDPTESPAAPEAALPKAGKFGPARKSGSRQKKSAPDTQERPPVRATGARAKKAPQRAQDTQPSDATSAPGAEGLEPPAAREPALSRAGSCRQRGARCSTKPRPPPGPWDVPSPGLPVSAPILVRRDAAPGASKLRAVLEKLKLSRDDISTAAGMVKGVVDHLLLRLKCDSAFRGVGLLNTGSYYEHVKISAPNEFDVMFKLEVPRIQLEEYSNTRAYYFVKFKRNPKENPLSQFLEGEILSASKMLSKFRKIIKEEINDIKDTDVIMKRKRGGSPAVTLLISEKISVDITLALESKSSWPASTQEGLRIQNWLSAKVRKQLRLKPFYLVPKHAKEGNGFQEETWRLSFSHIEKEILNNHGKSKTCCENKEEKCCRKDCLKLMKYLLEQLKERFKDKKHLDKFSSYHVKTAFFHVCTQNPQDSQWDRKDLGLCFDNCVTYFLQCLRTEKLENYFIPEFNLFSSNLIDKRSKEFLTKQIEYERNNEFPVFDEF
NPYLR7 agonist – agonists of mosquito NPYLR7 receptor, primary screen, cell-based, Aedes aegypti, calcium fluorescence, mosquito biting behavior; activation, % at 10 µM; HEK293T NPYLR7/Galpha15, GCaMP6s calcium fluorescence; actives 0.15% (n = 270,000); in the data active = activation above about 40%;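 note: 0% = vehicle and 100% = reference agonist at the receptor; some compounds past the cut are filed as inactive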
* hit, by the source's call; . = no result given. Cut-off read from the data, not from the text of the source, unless noted: active = inhibition above about 40%; inactive = the rest.

SMILES	mcGAS inh	hcGAS inh	NPYLR7 agonist
O=C(c1ccc2n[nH]nc2c1)N1CCCC(c2[nH]ncc2-c2ccccc2)C1 (stereo not drawn)	.	-3	3
COCCN(Cc1nccn1Cc1cccc(F)c1)S(=O)(=O)c1ccc(OC)cc1	-8	-6	2
CC(=O)c1ccc(S(=O)(=O)N2CCN(C(=O)c3ccncc3)CC2)cc1	.	-1	-5
C=CCNC(=S)N1CCc2cc(OC)c(OC)cc2C1CNS(=O)(=O)c1ccc(OC)cc1 (stereo not drawn)	-4	-2	.
CCCCOc1ccc(C(=O)N(CC(=O)NCC(=O)Nc2cccc(C)c2)C2CC2)cc1	-4	-5	18
CCOc1ccccc1N1C(=O)CSC1c1cccc(NC(=O)c2cccc(Cl)c2)c1 (stereo not drawn)	-5	-3	4
Cc1ccc(C2C(=C(O)c3ccc(F)cc3)C(=O)C(=O)N2Cc2cccnc2)cc1 (stereo not drawn)	-6	-5	6
OC12OC34CCCCC3CC13CCCC2CC1CCCCC13O4 (stereo not drawn)	.	-18	0
CN(Cc1cccc(C(=O)Nc2nccs2)c1)Cc1cnccn1	.	-6	2
CCc1cc(NC(=O)N(C)CCOCC2CC2)n(C)n1	.	-3	5
CCOC(=O)c1ccccc1NC(=O)Cn1c(-n2nc(C)cc2C)nc2c(c1=O)CCC2	-7	-8	.
Cc1ccc(Cn2nnc3c(=S)nc[nH]c32)cc1	.	-4	-3
O=c1c2ccccc2[nH]c(=S)n1CC1CCCO1 (stereo not drawn)	3	1	16
O=C(CCN1Cc2ccccc2OC(c2ccccc2F)C1)N1CCCCC1c1cccnc1 (stereo not drawn)	-13	-7	41
CC1=NC(C)=C(C#N)C(c2ccc(C(C)C)cc2)C1C#N (stereo not drawn)	.	-4	1
COC(=O)/C(C#N)=C/c1c(Oc2ccc(Cl)c(C)c2)nc2ccccn2c1=O	-10	-13	14
Cc1nn(CC(=O)Nc2cc(Oc3cccnc3)cc([N+](=O)[O-])c2)c(C)c1[N+](=O)[O-]	.	-6	7
C=CCNC(=O)C1(NC(=O)C2CC3C=CC2C3)CCCCC1 (stereo not drawn)	.	-16	-8
CC1=C(c2ccccc2)N=C(c2ccccc2)OC1=CC=[N+](C)C	.	-4	9
CCOc1cccc(OCCN2CCC(C(=O)NC)C2)c1 (stereo not drawn)	.	-1	0

As a short view, some entries already given.
SMILES	mcGAS inh	hcGAS inh	NPYLR7 agonist
Cc1ccc(C2C(=C(O)c3ccc(F)cc3)C(=O)C(=O)N2Cc2cccnc2)cc1 (stereo not drawn)	-6	-5	6
OC12OC34CCCCC3CC13CCCC2CC1CCCCC13O4 (stereo not drawn)	.	-18	0
CN(Cc1cccc(C(=O)Nc2nccs2)c1)Cc1cnccn1	.	-6	2

(cont.)
SMILES	mcGAS inh	hcGAS inh	NPYLR7 agonist
Fc1ccccc1-c1noc2nc(Oc3cncc(Cl)c3)ccc12	-5	-5	6
CCCCCCc1ccc(C(=O)N2CCSC2c2cccs2)cc1 (stereo not drawn)	-7	-8	13
O=C(CSc1nc2ccccc2s1)n1c2c(c3ccccc31)CCCC2	-4	-3	2
C=CCCC(O)CN(CCCN1CCOCC1)CCc1nc(-c2ccc(Br)cc2)no1 (stereo not drawn)	-2	-10	.
Cn1cccc1C(=O)NNC(=O)Nc1cccc(Cl)c1	.	-6	8
Cc1ccc(C)c(N2CCN(c3ccc(S(=O)(=O)c4ccccc4)nn3)CC2)c1	-6	-4	.
CCOC(=O)c1c(NC(=O)c2nn(C)cc2Cl)sc2c1CCCC2	-5	-4	-12
O=C(Cc1ccccc1F)NC1CCc2[nH]c3cc(Cl)cc(Cl)c3c2C1 (stereo not drawn)	-2	-1	25
COc1ccc(-c2c(C)nn(-c3ccccc3)c2C)c(C(=O)NCC2COC(C)(C)O2)c1 (stereo not drawn)	-2	-2	-6
COc1cccc(C(CN2CCN(C(=O)c3ccc(Cl)cc3)CC2)OCc2ccc(C#N)cc2)c1 (stereo not drawn)	-6	-12	4
COc1cccc(Cn2c(=O)c(C(=O)N3CCCC3)nn(-c3cc(C)cc(C)c3)c2=O)c1	-5	-5	-3
COc1ccc(C(=O)OCCCN=C2NS(=O)(=O)c3ccccc32)cc1OC	-6	-5	12
COc1ccc(Cc2noc(CN(C)Cc3sc4ccccc4c3Cl)n2)cc1OC	.	-7	11
COc1c[nH]c(CN2CCc3onc(-c4ccc(F)c(F)c4)c3C2)cc1=O	-10	-6	0
N#CC(=Cc1cccnc1)c1nc2ccccc2o1	.	-2	15
Cc1cc(=O)c(C(=O)N2CCOC(c3ccc(Cl)c(Cl)c3)C2)c(C)[nH]1 (stereo not drawn)	.	-5	0
Cc1nn(C)c(C)c1-c1cc(C(=O)N2C[C@H]3CC=CC[C@H]3C2)n(C)n1	.	-7	4
COC(=O)c1c(C)[nH]c(C(=O)C(C)OC(=O)c2ccco2)c1C (stereo not drawn)	.	-1	5
OCC1(Cc2cccc(F)c2)CCN(Cc2ccc3c(c2)OCCO3)CC1	-5	-3	-7
CCN(CC)S(=O)(=O)c1ccc(CN2C(=O)C3(CC(=O)N(CCC(F)(F)F)C3=O)c3ccccc32)cc1 (stereo not drawn)	-3	-3	-7
Cc1ccc(NC2=NS(=O)(=O)c3ccccc32)c(C)c1	-7	-3	-15
O=C(NC1CC(=O)N(c2ccc(F)cc2)C1)NN1CCOCC1 (stereo not drawn)	-8	-6	3
COc1ccccc1C1NC(=O)N(C)C2=C1C(=O)N(C(C)C(=O)Nc1ccc(C)c(C)c1)C2 (stereo not drawn)	-4	-6	-1
CC1CCCCC12NC(=O)N(CC(=O)N(C)C)C2=O (stereo not drawn)	.	-7	2
CCOc1ccc(S(=O)(=O)Nc2ccccc2F)cc1	.	4	1
CC1=C(C(=O)OCCc2ccccc2)C(c2cccc(Cl)c2Cl)NC(=O)N1 (stereo not drawn)	2	3	-1
CCc1sc(C(=O)N2CCCC(C(=O)O)C2)cc1C (stereo not drawn)	.	2	2
CC1CC1C(=O)Nc1ccc(F)cc1C(=O)N(C)c1ccccc1 (stereo not drawn)	.	-4	0
Oc1cccc(-c2nccn2-c2cccc(-c3ccn[nH]3)c2)c1	-17	0	28
Cc1cc(C)c(NC(=O)C(=O)c2c(C)[nH]c3ccccc23)c(C)c1	-5	-4	-2
CCc1noc(CN(CC)C(=O)c2cnn(CC)c2C)n1	.	-6	6
Cc1cc(-c2cccc(O)c2)nc(-c2ccccc2O)n1	-12	0	2
COc1cccc(-c2nnc(NC(=O)C(Cc3ccccc3)NC(=O)NCc3ccccc3)s2)c1 (stereo not drawn)	-10	-5	5
COC(=O)c1cccc(-c2cc(Cl)c3c(c2)CC(CNC(=O)CCn2ccc(C)n2)O3)c1 (stereo not drawn)	-10	-7	18
COc1cc(NC(=O)CCN2C(=O)C(C)Oc3ccccc32)cc(OC)c1OC (stereo not drawn)	-9	-1	-3
Cc1ccc(S(=O)(=O)/C(C#N)=C/N2CCN(Cc3ccc4c(c3)OCO4)CC2)cc1C	.	1	-4
C=CCN(CC(=O)N1CCc2sccc2C1COc1cccc(C)c1)CC(O)Cc1ccccc1 (stereo not drawn)	-6	-4	18
CCOc1ccc(Cl)c(C(=O)NC2(C#N)CCSC2)n1 (stereo not drawn)	.	-2	0
Cc1cc(NC(=O)c2ccccc2F)no1	.	-7	-3
Cn1c(=O)c2c(ncn2CCOC(=O)N2CCN(c3ccccn3)CC2)n(C)c1=O	-4	-2	0
CCN1CCN(S(=O)(=O)c2cccc(NC(=O)c3cnccn3)c2)CC1	.	-6	2
c1ccc2c(c1)nc(N1CCOCC1)c1nnnn12	.	-2	19
COc1ccc(OC)c2[nH]c(=O)c(CCNC(=O)CCC3CCCC3)cc12	-6	-5	1
Cc1ccc(F)cc1C(=O)N1CCN(c2nc3nccc(-c4ccc(Cl)c(Cl)c4)n3n2)CC1	-3	1	18
COc1ccccc1NC(=O)CSc1nnc(C)n1-n1cccc1	.	-8	1
CC1=CC(=C(C#N)C#N)C=C(C)N1CCN(C)C	-7	-8	1
CN1CCC2(CC1)CCN(S(=O)(=O)Cc1ccccc1Cl)C2	-11	-8	.
Cc1n(C)c2c3ccccc3sc2[n+]1C	-4	3	-14
Cc1nnnn1CC(=O)Nc1ccccc1	.	-5	14
O=C(Nc1cccs1)N1CCn2cccc2C1c1ccccc1F (stereo not drawn)	.	-5	15
Cc1sc(-n2cccc2)c(C(=O)N2CC[C@H]3CC[C@@H](C2)N3)c1C	.	0	0
CC1(C)C2(C(=O)N3CCN(c4nccc(-c5ccc(N6CCOCC6)cc5)n4)CC3)CC[C@@]1(C)C(=O)O2	-5	0	7
COCCn1c(N2CCOCC2)nc2c1c(=O)[nH]c(=O)n2C	.	-2	-4
CC(=O)Nc1cccc(C(=O)CSc2nnc(CCn3ccc(=O)[nH]c3=O)o2)c1	-8	-5	-3
Cc1ccccc1Oc1cc(N2CCN(C(=O)Cc3ccccc3)C(C)C2)ncn1 (stereo not drawn)	-7	-6	-11
COc1ccccc1-c1cc(C(=O)N2CCN(C(C)=O)CC2)n2nc(-c3ccc(Cl)cc3)cc2n1	-5	-6	-12
Cc1ccccc1N1CCN(C2CCCN(C(=O)c3ccc(Cl)c(Cl)c3)C2)CC1 (stereo not drawn)	.	-9	3
O=C1Nc2ccccc2C1=C1CCN(C(=O)Nc2ccccn2)CC1	.	-2	0
C=C(C)Cn1c(SCC(=O)NCCc2ccccc2)nc2sc3c(c2c1=O)CCC3	-3	-2	1
O=C1OC(c2ccccc2Br)=N/C1=C\N1CCOCC1	.	-3	-4

The results go on:
SMILES	mcGAS inh	hcGAS inh	NPYLR7 agonist
CC(C)n1cc(C(=O)N2C[C@H]3OC(=O)N(CCN4CCCCC4)[C@H]3C2)cn1	.	-4	4
CN(Cc1ncnn1C)C(=O)NCCCc1nc2c(s1)CCCC2	.	-11	1
Cc1cccc(C(C(=O)NC2CCN(S(C)(=O)=O)CC2)N(C)C)c1 (stereo not drawn)	-10	-3	2
Cc1nnnn1-c1cccc(C(=O)N2CCNCC2C(=O)N2CCCC2)c1 (stereo not drawn)	.	-7	-1
CC(=O)N(C)c1ccc(NC(=O)c2ccc(Cn3cc(Br)cn3)cc2)cc1	.	4	-7
Cc1ccc2c(c1)NC(SCC(=O)NC(C)CCc1ccccc1)=NS2(=O)=O (stereo not drawn)	-5	-2	-5
COc1ccc(C2Nc3cccc(C)c3C(=O)N2C)cc1O (stereo not drawn)	.	5	1
Cc1ccccc1C1c2ccsc2CCN1CCC(=O)N1CCN(C(=O)Cc2cccs2)CC1 (stereo not drawn)	-4	-2	6
CCC(C)n1cc(C(=O)NCc2cccc(C)n2)c(=O)c(C(=O)N2CCCCCC2)c1 (stereo not drawn)	.	-11	4
COCC(C)(O)CNC(=O)C1(c2ccc(F)cc2)CC1 (stereo not drawn)	-12	-6	-2
CCOc1ccc(-c2cc(-c3nc(-c4ccc(OCC)cc4)no3)[nH]n2)cc1	-9	-6	5
O=C(c1cccs1)N1CCN(c2nc(N3CCOCC3)nc(-n3ccnc3)n2)CC1	-12	-5	-14
O=C(C1CC(=O)N(c2ccccc2)C1)N1CCN(c2ncnc3c2nnn3-c2ccc(F)cc2)CC1 (stereo not drawn)	-9	-7	-5
CC(=O)N1CCCC(C(=O)OC(C(=O)Nc2cc(C)cc(C)c2)c2ccccc2)C1 (stereo not drawn)	.	4	-2
COC(=O)[C@H](C(C)C)n1c(C)c(C(C)=O)c(C(C)=O)c1C	.	2	7
Cc1c(CNC(=O)C2(N3CCCCC3)Cc3ccccc3C2)cnn1C	.	-7	6
CCOC(=O)Cn1c(=O)c2c(nc3n2CCN3c2ccc(F)cc2)n(C)c1=O	.	1	11
COCCNC(=O)c1nn(-c2cccc(C)c2)c(=O)n(Cc2ccccc2C)c1=O	-6	-6	18
CC(C)CCC1(C2CCN(C(=O)/C=C/c3ccc(Cl)cc3)CC2)NC(=O)N(CCN(C)C)C1=O (stereo not drawn)	-13	-7	20
Cc1nc2cc(N=CC(C#N)C#N)ccc2n1-c1ccccc1	-15	-4	5
COCCOC(=O)c1ccc(NC(=O)c2c(-c3ccccc3Cl)noc2C)cc1	.	3	4
COc1ccc(CN2CCN(S(=O)(=O)c3cccs3)CC2)cc1	-10	-4	3
Cc1ccc(CN(C)C(=O)NCc2ccc(-n3cccn3)nc2)c(C)c1	.	-5	5
CNC(=S)Nn1cnc2ccccc21	.	1	2
CCOC(=O)C1(CCCc2ccccc2)CCN(C(=O)c2cccc(C)c2)CC1	-11	-12	11

Filtered by structure, the compounds so far with an aryl thioether with sulfur outside any ring.
SMILES	mcGAS inh	hcGAS inh	NPYLR7 agonist
O=C(CSc1nc2ccccc2s1)n1c2c(c3ccccc31)CCCC2	-4	-3	2
COc1ccccc1NC(=O)CSc1nnc(C)n1-n1cccc1	.	-8	1
CC(=O)Nc1cccc(C(=O)CSc2nnc(CCn3ccc(=O)[nH]c3=O)o2)c1	-8	-5	-3
C=C(C)Cn1c(SCC(=O)NCCc2ccccc2)nc2sc3c(c2c1=O)CCC3	-3	-2	1
